# Source: PubChem BioAssay (National Center for Advancing Translational Sciences (NCATS))
# GLS inh = qHTS for Inhibitors of Glutaminase (GLS). actives 0.21% (n = 410,000). AID 624170, 2012. GLS enzymatic activity, qHTS titration. Potency, µM (top dose mostly 45.5 µM), for the others: at the highest dose activity change, negative = inhibition, most hits filed as inhibitors. Glutaminase kidney isoform, mitochondrial (Homo sapiens), O94925; note: potency is the fitted concentration of half-maximal effect; % is set by controls: 0 for no effect and ±100 for the full control effect
#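 Compounds were pin-transferred onto hKGA, after which L-glutamine (1 mM solution) and a detection mix of glutamate oxidase, HRP and Amplex Red were added. Initial and 30 min RT fluorescence reads were collected.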
# ERG Ets-DNA blk = qHTS for Small Molecule Inhibitors of the ERG Ets/DNA interaction; Transcriptional regulator ERG (Homo sapiens), P11308; fluorescence polarization, His-ERG Ets domain / labelled DNA; Potency, µM (doses to about 76.9 µM), for the others: top-dose FP activity, negative = inhibition, hits mostly inhibitors; actives 0.028% (n = 370,000); AID 624246, 2012; active = well fitted inhibition curve with a large enough effect in the polarisation, with a control signal flat; inconclusive = small, poorly fitted or top-dose-only effect, or effect the other way, or a change in a side signal; inactive = no such curve, though single readings can be large or run the other way; the % refers to the polarisation;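 note: polarization taken with two DNA probes labelled with fluorescein and Texas red; potency is the fitted concentration of half-maximal effect; % of control where 0% means no effect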
# Target sequence (P11308 whole entry, looked up, the tested form may be a part): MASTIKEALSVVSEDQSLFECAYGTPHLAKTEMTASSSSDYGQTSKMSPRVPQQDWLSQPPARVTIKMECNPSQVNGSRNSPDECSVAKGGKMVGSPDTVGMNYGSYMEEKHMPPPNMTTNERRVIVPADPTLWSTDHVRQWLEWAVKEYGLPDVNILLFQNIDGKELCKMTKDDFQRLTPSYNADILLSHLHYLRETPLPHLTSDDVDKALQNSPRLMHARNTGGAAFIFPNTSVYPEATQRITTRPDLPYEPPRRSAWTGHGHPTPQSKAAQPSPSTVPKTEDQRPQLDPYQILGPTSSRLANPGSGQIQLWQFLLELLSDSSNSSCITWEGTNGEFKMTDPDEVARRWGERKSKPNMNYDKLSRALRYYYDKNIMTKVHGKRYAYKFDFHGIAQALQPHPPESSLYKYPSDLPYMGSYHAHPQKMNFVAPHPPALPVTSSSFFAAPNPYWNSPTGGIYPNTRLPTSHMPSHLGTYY
#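 His-tagged ERG Ets domain (1 uM in the protein solution; 300mM KCl, 50mM Tris-HCl, 1mM EDTA, 1mM DTT, pH 7.5) received compound, then a probe mix of 5 nM fluorescein-DNA and 100nM Texas-615-DNA. Fluorescence polarization was read for both dyes.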
# PI4K2A block = qHTS for small molecular inhibitors of PI4K2A; Phosphatidylinositol 4-kinase type 2-alpha (Homo sapiens), Q9BTU6; purified PI4K2A, ADP-Glo luminescence, 1 h; hits give low values; activity change, negative = inhibition, % at 76.9 µM; actives 0.13% (n = 420,000); in the data active = activity change below about -50%; inconclusive = mostly about -30% to -49%;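 note: -100% = wells without enzyme as full effect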
#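 In this quantitative HTS, ADP production by PI4K2A was quantified luminescently after 1 h at ambient temperature; 100 microM adenosine served as plate-quality control.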
# JMJD2A Tudor inh = qHTS Assay for Inhibitors of JMJD2A-Tudor Domain | AlphaScreen JMJD2A-Tudor / H3K4me3 peptide binding | Potency, µM (titrated, usually from 114 µM), for inactives: at the top dose activity change, negative = inhibition, usual class: inhibitors | AID 504339, 2011 | actives 4.4% (n = 390,000) | Lysine-specific demethylase 4A (Homo sapiens), O75164; note: potency is the fitted concentration of half-maximal effect; % is set by controls: 0 for no effect and ±100 for the full control effect; nearly all actives have a fitted effect of over 50% in size
# RGS4 inh = Inhibitors of Regulator of G Protein Signaling (RGS) 4: qHTS; Regulator of G-protein signaling 4 (Homo sapiens), P49798; Transcreener GDP fluorescence polarization, RGS4-accelerated GTP hydrolysis; Potency, µM (doses to about 114 µM), inactives show top-dose activity change, negative = inhibition, actives largely listed as inhibitors; actives 0.039% (n = 390,000); note: potency is the fitted concentration of half-maximal effect; % is set by controls: 0 for no effect and ±100 for the full control effect; nearly all actives have a fitted effect of over 75% in size; some results filed as inactive show a strong effect at the top dose
# Target sequence (P49798 whole entry, looked up): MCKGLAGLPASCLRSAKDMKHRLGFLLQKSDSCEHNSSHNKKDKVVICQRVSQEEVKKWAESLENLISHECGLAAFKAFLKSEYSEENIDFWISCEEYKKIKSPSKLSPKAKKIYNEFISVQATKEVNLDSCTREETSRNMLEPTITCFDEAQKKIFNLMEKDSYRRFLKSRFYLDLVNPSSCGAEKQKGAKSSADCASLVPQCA
#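 MLSMR compounds (23 nl, pin-transferred) preincubated 10 min at room temperature with a 500nM (2x) first reagent, then RGS4 at 900nM (2x) plus Transcreener GDP mix added; fluorescence polarization (620/688 nm) read before and after 90 min at 30 °C.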
# HP1b chromo inh = HTS for Inhibitors of HP1-beta Chromodomain Interactions with Methylated Histone Tails. Chromobox protein homolog 1 (Homo sapiens), P83916. AlphaScreen HP1-beta / biotin-H3K9me3 peptide binding. Potency, µM (titrated, usually from 114 µM), for inactives: at the top dose activity change, negative = inhibition, usual class: inhibitors. actives 0.56% (n = 390,000); note: potency is the fitted concentration of half-maximal effect; nearly all actives have a fitted effect of over 70% in size; inactives centre near 23
# Target sequence (P83916 whole entry, looked up): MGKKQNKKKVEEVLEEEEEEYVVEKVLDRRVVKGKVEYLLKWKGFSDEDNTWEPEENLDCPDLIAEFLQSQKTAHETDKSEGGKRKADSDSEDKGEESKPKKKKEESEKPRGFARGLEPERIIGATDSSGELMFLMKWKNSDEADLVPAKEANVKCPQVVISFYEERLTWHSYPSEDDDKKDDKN
#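 HP1-beta protein (50 nM final) preincubated 30 min at room temperature with biotinylated H3(1-18)K9me3 peptide (50 nM) in PBS pH 7.4, 0.01% Tween-20, then compound added for 30 min. AlphaScreen streptavidin donor/nickel chelate acceptor beads (10 ug/mL final), 30 min dark, luminescence read.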
# 12-LOX inh = Primary qHTS assay for inhibitors of human arachidonate 12S-lipoxygenase (ALOX12): Round 2 | purified 12hLO, xylenol orange hydroperoxide absorbance | actives 1.1% (n = 580,000) | Potency, µM (top dose mostly 108 µM), for the others: at the top dose activity change, negative = inhibition, most hits filed as inhibitors | Polyunsaturated fatty acid lipoxygenase ALOX12 (Homo sapiens), P18054; note: potency is the fitted concentration of half-maximal effect; % is set by controls: 0 for no effect and ±100 for the full control effect
#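 Hydroperoxide product was detected by ferrous iron/xylenol orange as the 573 to 405 nm absorbance ratio. Arachidonic acid at 40 uM (final) was turned over for 30 min at room temperature by 150 nM human 12hLO, pH 7.0 Hepes buffer, after 15 min compound preincubation.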
# G9a block = qHTS Assay for Inhibitors of Histone Lysine Methyltransferase G9a | actives 8.8% (n = 350,000) | AID 504332, 2011 | Histone-lysine N-methyltransferase EHMT2 (Homo sapiens), Q96KQ7 | G9a H3K9 monomethylation, AlphaScreen, 2 h | Potency, µM (titrated, usually from 102 µM), without a hit: at the top dose activity, negative = inhibition, hits mostly inhibitors; note: potency is the fitted concentration of half-maximal effect; % is set by controls: 0 for no effect and ±100 for the full control effect; nearly all actives have a fitted effect of over 75% in size
#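 G9a (20 nM) preincubated 15 min RT with compounds, then 500 nM biotinylated H3K9 peptide and 20 uM SAM added; 2 h RT reaction. Monomethyl-H3K9 product detected by AlphaScreen with anti-H3K9me1 antibody, streptavidin donor and anti-rabbit IgG acceptor beads.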
# BAZ2B block = qHTS Assay for Inhibitors of BAZ2B. Potency, µM (series often up to 114 µM), for inactives: at the top dose activity change, negative = inhibition, actives largely listed as inhibitors. AID 504333, 2011. Bromodomain adjacent to zinc finger domain protein 2B (Homo sapiens), Q9UIF8. actives 4.4% (n = 360,000). AlphaScreen BAZ2B-H3K14Ac peptide displacement; note: potency is the fitted concentration of half-maximal effect; % is set by controls: 0 for no effect and ±100 for the full control effect; nearly all actives have a fitted effect of over 60% in size
#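 BAZ2B (50 nM) with biotin-H3(5-23)K14Ac peptide (50 nM) in PBS pH 7.4, 0.01% Tween-20, preformed 30 min, then compound 30 min at room temperature; top concentration 110uM. AlphaScreen streptavidin donor/nickel chelate acceptor beads (10 ug/mL final), 20 min dark, signal read.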
# Numbers without * were called inactive; ? = inconclusive; . = not tested or not shown; [ ] = another dose, or the depositor's remark. Unless noted, calls come from the whole dose curve; as a rule, active = well fitted curve in the direction sought with a large enough effect; inconclusive = small, poorly fitted or top-dose-only effect, or another doubt; inactive = no such curve, though single readings can be large; an effect the other way counts as inactive or inconclusive. Not all compounds are listed; the hit share may differ from the screen's.
# A first look:
SMILES,GLS inh,ERG Ets-DNA blk,PI4K2A block,JMJD2A Tudor inh,RGS4 inh,HP1b chromo inh,12-LOX inh,G9a block,BAZ2B block
Cc1cc(C)cc(N(CC(=O)NC2CCCC2)C(=O)CNC(=O)c2ccco2)c1,3%,7%,-1,-22%,7%,2%,-25%,31%,1%
CCCC(NC(=O)C(C)N1CCN(S(=O)(=O)c2ccccc2)CC1)c1ccccc1 (stereo unspecified),-1%,-15%,-2,-18%,-5%,30%,10%,21%[59 µM],-5%

# The whole of this part, repeating the preview:
SMILES,GLS inh,ERG Ets-DNA blk,PI4K2A block,JMJD2A Tudor inh,RGS4 inh,HP1b chromo inh,12-LOX inh,G9a block,BAZ2B block
Cc1cc(C)cc(N(CC(=O)NC2CCCC2)C(=O)CNC(=O)c2ccco2)c1,3%,7%,-1,-22%,7%,2%,-25%,31%,1%
CCCC(NC(=O)C(C)N1CCN(S(=O)(=O)c2ccccc2)CC1)c1ccccc1 (stereo unspecified),-1%,-15%,-2,-18%,-5%,30%,10%,21%[59 µM],-5%
CC1(C)CC(=O)c2c(O)cc(OCC(=O)N3CCN(c4ccccc4)CC3)cc2O1,19%,0%,-3,-35%,30%,2%,-11%,-27%,?
COC(=O)c1cc(NC(=O)CC2NC3CCCCC3NC2=O)cc(C(=O)OC)c1 (stereo unspecified),-3%,6%,0,-6%,-4%,30%,4%,?,-24%[57.1 µM]
CC(=O)Nc1cccc(C(=O)OCC(=O)N(c2ccccc2)C2CCS(=O)(=O)C2)c1 (stereo unspecified),1%,16%,-5,-8%,11%,25%,-17%,-29%,1%
CCOC(=O)N1CCN(C(=O)c2ccccc2NC(=O)c2ccc(C(C)(C)C)cc2)CC1,8%,-5%,0,-5%,-14%,8%,1%,191%[activator][59 µM],9%
O=C(COc1ccc(S(=O)(=O)N2CCCCC2)cc1)NCC1CCCO1 (stereo unspecified),0%,-1%,-1,2%,-20%,19%[57 µM],-8%,8%,3%
Cc1onc(-c2c(Cl)cccc2Cl)c1C(=O)N1CCCCC1,-4%,-13%,5,-3%,3%,21%,21%,19%,2%
Cc1ccc(NC(=O)c2ncn(CCCN(C)CCc3ccccn3)n2)cc1C,0%,-14%,7,-6%,-10%,36%,-18%,.,.
COc1ccc(NC(=O)CN(Cc2ccccc2)S(=O)(=O)c2ccc3nc(C)sc3c2)cc1,-1%,1%,-1,-12%,-8%,26%,2%,20%[59 µM],-7%
COc1ccc(NS(=O)(=O)c2cccc3cccnc23)cc1OC,0%,1%,-1,-15%,-20%,-17%,-1%,-26%,-11%
CCOc1ccc(NC(=O)CSc2nc3ccccc3nc2N2CCCC2)cc1,1%,-7%,1,-9%,-6%,38%,10%[57.4 µM],2%,2%
C=C(C)CNC(=S)/N=c1\scc(C)n1CC,11%,1%,3,-18%,-19%,10%,?,?,-13%
Cc1nc2nc(-c3ccco3)[nH]n2c(=O)c1Cc1ccccc1,16%,-2%,-7,-14%,0%,9%,0%,-18%[12.7 µM],5%
CC(=O)OCCN(CCCn1c(-c2ccncc2)nc2ccccc21)c1nc(-c2ccc(C)cc2)cs1,10%,2%,-1,-31%,8%,21%,4%,56µM*,-37%
CCOC(=O)CSc1nc2c(sc3ccccc32)c(=O)n1CCc1ccccc1,1%,4%,-12,-15%,10%,30%,-1%,-1%[59 µM],0%
CC12CCC(C(=O)N(CCCCN3CCN(Cc4ccccc4)CC3)C1=O)C2(C)C (stereo unspecified),-2%,4%,-15,?,15%,-6%,?,56µM*,-16%
COc1ccc(NC(=O)c2cc(C(C)=O)n3ccccc23)cc1,2%,-2%,-3,-7%,-7%,25%,-3%,1%[59 µM],-11%
Cc1ccc(NC(=O)c2cc([N+](=O)[O-])ccc2NCc2cccnc2)cc1Cl,1%,-4%,-8,?,?,?,-12%,-15%,?
COC(=O)c1ccc(N2CCN(C(=O)C3CC3)CC2)c([N+](=O)[O-])c1,-2%,-5%,-1,-18%,3%,-16%,9%,-4%[12.7 µM],-14%
O=C(NCc1ccccn1)C1CCN(S(=O)(=O)c2ccccc2C(F)(F)F)CC1,-4%,-10%,0,9%,-29%,37%,-23%,6%[0.501 µM],3%
CS(=O)(=O)N(CC(=O)NCc1ccco1)Cc1ccc(Cl)cc1,3%,-2%,-3,-25%,-20%,20%,61%,?,-24%
CCOC(=O)Oc1ccc2c(=O)c(Oc3cccc(C)c3)coc2c1,20%,8%,-1,36%,20%,44%[activator],-10%,19%[59 µM],30%
NS(=O)(=O)c1ccc(CCNC(=O)C(c2ccccc2)c2ccccc2)cc1,-6%,-21%,0,-6%,8%,22%,12%,9%,1%
O=C(c1ccco1)N1CCN=C1SCc1cccc(F)c1,0%,17%,-6,-16%,14%,24%,-3%,6%,10%
# Other structures:
SMILES,GLS inh,ERG Ets-DNA blk,PI4K2A block,JMJD2A Tudor inh,RGS4 inh,HP1b chromo inh,12-LOX inh,G9a block,BAZ2B block
CN1C(=O)/C(=C/c2ccc(C(=O)NC3CCCC3)cc2)Oc2ccccc21,0%,4%,-16,?,6%,31%,-25%,0%,-13%
Cc1cc(=O)n(C(C)C(=O)NCc2ccccc2Cl)c2c1c(C)nn2-c1ccccc1 (stereo unspecified),-12%,1%,0,-8%,-16%,-6%,-29%,25%[59 µM],-5%
O=c1oc(Nc2cccc(Cl)c2)nc2ccccc12,0%,16%,-10,-4%[57.1 µM],12%,46%[activator],3%,23%[59 µM],3%
C#CCOc1nc2c(c(=O)n(C)c(=O)n2C)n1Cc1ccccc1,-5%,-8%,4,-9%,10%,50%[activator],0%,5%[12.7 µM],-6%
CSCCC(NS(=O)(=O)c1ccccc1F)C(=O)Nc1cccc(C)n1 (stereo unspecified),2%,-8%,5,-11%,-9%,21%,14%,17%,-26%
CCc1noc(C)c1C(=O)OC(C)C(=O)Nc1cc([N+](=O)[O-])ccc1OC (stereo unspecified),-5%,-2%,-3,-17%,5%,-4%,-1%,-5%,4%
c1cc(SC2CCCCC2)cc(-c2nc3cnccn3c2NC2CCCCC2)c1,-3%,18%,-1,-1%,-26%,86%[activator],-19%,.,.
COc1ccc(C(=O)NCC(c2ccco2)N2CCOCC2)cc1OC (stereo unspecified),-5%,0%,-1,-5%,-41%,20%,1%,8%,-5%
Cc1nc2cc(C(=O)O)ccc2n1C1CCCCC1,3%,5%,3,-18%,-18%,22%,?,19%[59 µM],-3%
O=C1Cc2ccccc2C(c2ccc(Cl)cc2)N1 (stereo unspecified),-8%,1%,0,-12%,-4%,8%,1%,.,2%
Cc1cc(S(=O)(=O)Nc2cccc(C(=O)O)c2)c(C)c(S(=O)(=O)c2ccc(Cl)cc2)c1,6%,0%,-4,-4%,1%,9%,-9%,-3%,-1%
CSc1ccccc1C(=O)NCCCn1ccnc1,-1%,-2%,10,-4%,12%,45%[activator],-2%,-2%,?
Cc1cccc(N2CC(O)(c3cccs3)[N+]3=C2CCCC3)c1C (stereo unspecified),-25%,?,-1,-4%,2%,3%,0%,-47%,.
Cc1cc(NS(=O)(=O)c2ccc(NC(=O)C(C)Oc3cccc(C)c3C)cc2)nc(C)n1 (stereo unspecified),16%,6%,-2,-23%,19%,10%,-9%,53%[activator],-1%
Cc1ccc(-c2nnc(CN3CCCCC3C)o2)cc1 (stereo unspecified),5%,4%,2,-15%,40%,25%,78%[activator],6%,0%
O=C(Nc1ccccc1Oc1ccccc1)C1CCCC1,-9%,-2%,-6,24%,-10%,74%[activator],-14%,17%[59 µM],21%
CCSC1(SCC)N=C(N)C2(C#N)C(c3ccc(OC)c(OC)c3OC)C12C#N (stereo unspecified),19%,-15%,-4,-18%,?,51%[activator],-26%,?,-30%
CCN(CC)CCN(C(=O)c1ccco1)c1nc2ccc(F)cc2s1,11%,-1%,-2,-4%,-24%,41%,?,-27%[59 µM],3%
CCn1c(CN2CCOCC2)nnc1SCC(=O)Nc1ccccc1C,-7%,-1%,-3,-6%,-5%,19%,82%[activator],11%,-16%
COc1cccc(N/C(N)=N/c2nc(C(F)(F)F)cc(C(F)(F)F)n2)c1,-1%,4%,-2,-22%,8%,16%,-2%,?,-17%
Cc1ccc(S(=O)(=O)N2CCC3(CC2)OCCO3)s1,0%,1%,0,3%,-5%,41%[activator],103%[activator],2%,-1%
COC(=O)Nc1ccc(S(=O)(=O)NCc2ccccn2)cc1,10%,-1%,-4,5.6µM*,-3%,-6%,-3%,14%,-12%
CCOC(=O)c1ccc(NC(=O)c2cc3ccccc3o2)cc1,6%,-1%,2,-4%,-21%,31%,1%,9%,-5%
